XiGFP reactiv: reactivates the inactive X chromosome in mouse fibroblasts; XiGFP mouse fibroblasts, % GFP-positive cells imaging, 3 d; cells co-treated with 5-aza-dC sensitizer; scaled so ellipticine positive control = 100%; activation, % at 7.58 µM; 360,000 tested, 0.055% active; AID 743238;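 active means mean normalized replicate activation at least 10% and every replicate at or above 10%; inconclusive means only one of the two criteria met; inactive means mean below 10% and not all replicates reach 10%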;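 further: 0% = median of on-plate neutral control wells and 100% = ellipticine 6 µM median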
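System: 68-5-11 XiGFP fibroblast line; Timing: 3 days compound exposure; Compound dosing: one concentration, pinned; Benchmarks: positive control ellipticine, 6 µM final; Buffer or medium: DMEM containing 5-aza-dC.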
CFTR F508del cor: correctors of CFTR F508del function in bronchial epithelial cells; CFBE cells, YFP halide quenching; stimulated with forskolin plus potentiator P3; % fluorescence drop versus neutral controls; activity (quench increase), % at 7.58 µM; 350,000 tested, 0.36% active; AID 720511;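 active means mean added fluorescence quench of at least 8% versus neutral control, with both replicates also reaching 8%; inconclusive means only one of the mean or replicate conditions met; inactive means mean below 8% and not both replicates reaching 8%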;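 further: cells transiently co-express mutant CFTR-F508del with the halide-sensitive YFP; corrector assay measuring rescue of mutant channel to the surface after 24 h compound exposure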
RAD54 branch: inhibitors of human RAD54 branch migration; 360,000 tested, 0.14% active; inhibition, % at 10.4 µM; RAD54 Holliday junction branch migration, FAM/BHQ fluorescence; Q92698;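 active means mean normalized replicate activity at least 40 and at least half of replicates scoring 40 or more; inconclusive means only one of the two criteria met; inactive means mean below 40 and under half of replicates reaching 40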;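 further: 0% = median of neutral control wells and 100% = median of positive control wells; inhibitors cause a drop in the FAM fluorescence signal; in these data hits start at about 50%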
DENV2 CPE: inhibitors of DENV2 cytopathic effect. AID 651640. DENV2-infected cells, cytopathic effect rescue, plate reader. CPE inhibition, % at 9.99 µM. 350,000 tested, 1.7% active; in the data active means CPE inhibition above about 20%, passing the limit was not always enough; inconclusive means no clear call, values can overlap the other calls; tested in BHK-21 cells;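 further: 0% = median of neutral control wells and 100% = median of positive control wells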
Casp6 inh: inhibitors of human caspase-6. 350,000 tested, 0.53% active. P55212. inhibition, % at 12.5 µM. purified caspase-6, Z-VEID-R110 cleavage fluorescence;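 active means mean inhibition across replicates at least about 35%, with every replicate also reaching that limit, limit read from the data; inconclusive means only one of the two criteria met; inactive means neither criterion met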;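 further: 0% = median of neutral control wells and 100% = no fluorescence left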
INS-1E GSIS act: primary screen for activators of insulin secretion dependent on glucose, INS-1E cells, GLuc reporter luminescence | INS-1E GLuc reporter insulin secretion, 2-3 h | activation, % at 16.6 µM | 370,000 tested, 0.61% active | AID 743287;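 active means lowest replicate activation of at least 40%, so every replicate reaches that level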;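 further: 0% = median of neutral control wells and 100% = median of IBMX positive control wells; some compounds called inactive have numbers as strong as hits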
RAD52 inh: inhibitors of human RAD52 DNA annealing; 360,000 tested, 0.46% active; AID 651710; P43351; recombinant RAD52 DNA annealing, FRET fluorescence; inhibition, % at 18.7 µM;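 active means every replicate showing at least 50% inhibition; inconclusive means mean inhibition at least 50% but not in every replicate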
Target sequence (P43351 whole entry, looked up): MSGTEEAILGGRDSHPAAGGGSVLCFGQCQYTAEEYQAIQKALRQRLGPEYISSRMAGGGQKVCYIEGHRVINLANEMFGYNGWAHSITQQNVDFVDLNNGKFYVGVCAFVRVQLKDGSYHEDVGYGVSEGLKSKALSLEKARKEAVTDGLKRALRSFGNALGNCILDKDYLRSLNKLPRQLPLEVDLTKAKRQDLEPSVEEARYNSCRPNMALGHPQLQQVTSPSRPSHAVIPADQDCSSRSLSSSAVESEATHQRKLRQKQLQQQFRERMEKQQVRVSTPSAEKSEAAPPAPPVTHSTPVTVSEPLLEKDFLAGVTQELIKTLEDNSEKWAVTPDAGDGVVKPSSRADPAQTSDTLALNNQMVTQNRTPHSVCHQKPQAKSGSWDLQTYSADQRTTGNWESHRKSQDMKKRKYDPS
E-selectin induc: E-selectin induction on HUVECs; P16581; HUVEC E-selectin immunofluorescence imaging; normalized: neutral wells 0, TNF-alpha wells 100; activation, % at 7.58 µM; 260,000 tested, 0.37% active;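 active means mean E-selectin-positive cell signal at least 10% of the positive control, reached in at least 60% of replicates, without over 20% cell loss; inconclusive means no rule given, readout overlaps actives, possibly toxicity-flagged; inactive means the rest, including those meeting only one limit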;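 further: in these data hits start at about 27%; measured in HUVEC primary endothelial cells; signal is the percent of cells scored E-selectin positive by PE staining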
Target sequence (P16581 whole entry, looked up): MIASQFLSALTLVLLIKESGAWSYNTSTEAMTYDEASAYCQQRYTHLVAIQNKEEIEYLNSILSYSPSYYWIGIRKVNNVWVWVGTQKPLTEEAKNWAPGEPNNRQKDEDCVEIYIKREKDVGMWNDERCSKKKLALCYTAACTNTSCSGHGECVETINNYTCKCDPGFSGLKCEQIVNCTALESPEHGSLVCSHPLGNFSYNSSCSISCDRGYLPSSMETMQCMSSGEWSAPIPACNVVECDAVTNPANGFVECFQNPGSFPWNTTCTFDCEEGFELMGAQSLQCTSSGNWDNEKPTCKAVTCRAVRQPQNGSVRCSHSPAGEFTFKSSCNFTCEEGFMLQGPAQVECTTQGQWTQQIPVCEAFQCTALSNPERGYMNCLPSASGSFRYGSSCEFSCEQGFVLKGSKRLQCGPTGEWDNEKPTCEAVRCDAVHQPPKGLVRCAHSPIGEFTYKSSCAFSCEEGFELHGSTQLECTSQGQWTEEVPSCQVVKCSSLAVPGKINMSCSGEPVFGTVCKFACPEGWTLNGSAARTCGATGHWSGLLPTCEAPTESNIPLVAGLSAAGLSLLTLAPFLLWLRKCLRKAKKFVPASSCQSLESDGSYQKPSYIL
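System: HUVEC / Compound: single concentration / Signal: immunofluorescence imaging / Read-out: percent E-selectin-positive cells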
* marks the source's active call; other numbers are inactive results; ? = inconclusive; nt = not tested or not shown; & = joins results of further samples; ! = not confirmed by another sample. Outcome played no part in choosing rows; 3.7% or so of the library scored in one or more.

SMILES | XiGFP reactiv | CFTR F508del cor | RAD54 branch | DENV2 CPE | Casp6 inh | INS-1E GSIS act | RAD52 inh | E-selectin induc
COCC(=O)N1CC(=O)N2[C@H](CO)[C@@H](c3ccc(C#CC4CC4)cc3)[C@H]2C1 | 0.0 | 1.0 | nt | -3 | -1 | 11 | 5 | -0.1
CC(C)NC(=O)Nc1cccc2c1O[C@H](CN(C)C)[C@H](C)CN([C@@H](C)CO)C2=O | -0.1 | 1.7 | 3 | ? | -5 | 30 | -1 | -1.4
O=C(O)CN1C(=O)C(=O)N(Cc2cccc(F)c2)C1=O | 0.0 | -3.7 | -3 | -2 | 4 | -9 | -4 | nt
Cc1ccc(NC(=O)CNC(=O)c2cccs2)nc1 | 0.1 | 1.4 | -8 | 8 | 2 | 3 | -11 | 0.3
COCc1c(C(=O)N/N=C(/C)c2ccc(OCc3ccccc3)cc2)nnn1-c1nonc1N | 0.0 | 2.0 | 11 | -2 | 1 | -3 | -9 | 0.3
COc1ccccc1CNC(=O)C(=O)NCC1OCCN1S(=O)(=O)c1ccc2c(c1)OCCO2 (stereo not drawn) | 0.3 | -1.3 | -1 | -3 | 2 | -15 | -15 | 0.7
C[C@@H]1CN([C@H](C)CO)C(=O)Cc2cc(NS(=O)(=O)c3ccc(Cl)cc3)ccc2O[C@H]1CN(C)C(=O)Nc1ccc(C(F)(F)F)cc1 | 0.1 | -3.0 | -4 | -3 | -1 | -16 | 27 | 0.0
COc1ccc(Cc2c(-c3ccc(OC)c(OC)c3)nc3c(C)cc(Br)cn23)c(C)c1 | -0.1 | 1.8 | 60* | 5 | 0 | -27 | 52* | 0.1
C(=C\c1nnc(-c2cccs2)o1)/c1ccccc1 | nt | 0.5 | 4 | -4 | -6 | 7 | -19 | nt
O=C(NCc1ccc(F)cc1)[C@@H]1[C@@H](CO)[C@@H]2Cn3c(cccc3=O)[C@H]1N2CC1CCCC1 | 0.0 | nt | -1 | 5 | -2 | 2 | -2 | 0.3
C[C@@H]1CN([C@@H](C)CO)C(=O)c2cc(-c3cncnc3)cnc2O[C@H]1CN(C)CC1CCOCC1 | 0.0 | -0.6 | 7 | -10 | 0 | 15 | -2 | -0.4
CC1(C(=O)NC2CCCC2)CCC(=O)N1CCCn1ccnc1 (stereo not drawn) | -0.1 | 2.8 | -3 | 1 | -1 | 3 | -9 | 0.0
CCc1nc2c(OCc3ccc(Cl)cc3)cccn2c1N(C)C(=O)c1ccco1 | 0.1 | 2.3 | -11 | -4 | 1 | -14 | -47 | -0.1
COCCN(C(=O)CSc1nnc(-c2cccc(C)c2)n1C)c1c(N)n(Cc2ccccc2)c(=O)[nH]c1=O | 0.1 | 1.6 | nt | -2 | 7 | -27 | -9 | -1.8
Cc1ccccc1-c1ccc2c(c1)O[C@@H](CN(C)C)[C@@H](C)CN([C@@H](C)CO)S2(=O)=O | 0.2 | -0.7 | -7 | -7 | 2 | 25 | 15 | -0.8
O=C(Nc1ccc(F)cc1)N1CCCCN2[C@H](CO)[C@H](c3ccc(C#Cc4ccccc4)cc3)[C@@H]2C1 | 0.2 | 4.4 | 10 | 4 | 0 | -6 | -21 | -0.7
Cc1ccc(C)c(N2CCN(c3ccc([N+](=O)[O-])cn3)CC2)c1 | -0.1 | -1.1 | 4 | ? | -2 | -5 | -7 | 0.1
Cc1cccc2nc(-c3ccco3)c(Nc3ccc4c(c3)OCO4)n12 | 0.3 | 1.6 | 11 | 7 | 1 | 8 | -1 | nt
COCC#Cc1ccc2c(c1)O[C@@H](CN(C)C(=O)NC(C)C)[C@@H](C)CN([C@@H](C)CO)S2(=O)=O | -0.2 | 1.5 | 2 | ? | 1 | 10 | 4 | -4.5
C[C@H](CO)N1C[C@H](C)[C@@H](CN(C)C(=O)Nc2ccc3c(c2)OCO3)OCCCC[C@H](C)Oc2ccc(NC(=O)c3ccncc3)cc2C1=O | -0.1 | -0.5 | -6 | 3 | -1 | -3 | 6 | 0.0
CCCC#Cc1ccc([C@H]2[C@@H](CO)N3CCCCN(Cc4cncnc4)C[C@H]23)cc1 | 0.0 | -1.6 | 13 | nt | nt | -8 | nt | -0.5
CCN1C(=O)[C@H]2[C@@H](c3ccc(-c4ccc(F)cc4)c(OC)c3)N[C@@](Cc3ccccc3)(C(=O)OC)[C@H]2C1=O | -0.2 | -2.3 | 10 | -9 | -2 | -12 | -4 | -0.2
CCCCCC(=O)N/N=C/c1cc(Br)c(O)c(OC)c1 | 0.0 | nt | nt | 5 | 3 | 8 | -3 | nt
CCOC(=O)Cc1csc(NC(=O)COc2cc(C)cc(C)c2)n1 | 3.8 | 2.5 | nt | -1 | 1 | -6 | -17 | nt
CC(=O)c1ccc(N2CCN(C(=O)c3cc4c(C)nc5ccccc5c4o3)CC2)cc1 | 0.0 | 0.4 | -6 | 4 | -1 | 13 | -23 | nt
O=C(CN1CCOCC1)N1CCCCN2[C@H](C1)[C@H](c1ccc(-c3ccccc3)cc1)[C@@H]2CO | 0.6 | -3.8 | 5 | 4 | 1 | 20 | 0 | 0.5
O=C(O)CCCC[C@@H]1SC[C@@H]2NC(=O)N[C@@H]21 | nt | -2.2 | 4 | -11 | -5 | 5 | -7 | nt
O=C(CN1C(=O)NC2(CCCC2)C1=O)NCc1ccc(F)cc1 | 0.1 | -2.1 | nt | -9 | 1 | -19 | -39 | 0.1
O=CN1CCN(CC(O)Cn2c3ccccc3c3ccccc32)CC1 (stereo not drawn) | 0.4 | -0.7 | -5 | 4 | -2 | 33 | -13 | nt
COc1ccc([C@H]2CC(=O)C=C(c3cccc(NC(C)=O)c3)C2)cc1 | -0.1 | 0.5 | 2 | 2 | -3 | nt | -95 | 0.0
CCOCCCn1c(=NC(=O)c2cccs2)c(C#N)cc2c(=O)n3cccc(C)c3nc21 | 0.1 | -5.2 | -15 | -3 | 1 | -4 | -149 | -0.2
COc1ccc(C#Cc2ccc3c(c2)O[C@H](CN(C)C)[C@@H](C)CN([C@@H](C)CO)S3(=O)=O)cc1 | -0.3 | -0.7 | -6 | 5 | 1 | 12 | 10 | -0.4
CNC(=O)NC(=O)Cn1nc2n(c1=O)-c1ccccc1SC2 | 0.4 | -3.0 | nt | -1 | -2 | 4 | 3 | -1.1
COc1cccc(-c2ccc(C3[C@@H]4CN(S(=O)(=O)c5cccc(OC)c5)C[C@H]3N4)cc2)c1 (stereo partly drawn) | 0.0 | 21*! | nt | 6&2 | 0&1 | -29 | 70*! | 0.1
Fc1ccc(/C=C\c2nccc3c2[nH]c2ccccc23)cc1 | 0.0 | -7.8 | 5 | 1 | -5 | 4 | -81 | 13
CO[C@@H]1CN(C)C(=O)c2ccc(NS(=O)(=O)c3cn(C)cn3)cc2OC[C@@H](C)N(Cc2cccc(F)c2)C[C@@H]1C | 0.5 | 1.0 | 1 | 10 | -1 | -7 | -13 | -0.3
C=CCNC(=O)N1CCCC(C(=O)c2cccc(OC(C)C)c2)C1 (stereo not drawn) | 0.0 | 0.0 | -10 | -2 | 3 | -15 | -3 | 0.1
C[C@H]1CN([C@@H](C)CO)C(=O)c2cc(C#CCc3ccccc3)cnc2O[C@@H]1CN(C)Cc1cccc(C(=O)O)c1 | -0.8 | -0.9 | -19 | -3 | -2 | -6 | -13 | 0.1
CC(C)(C)c1ccc(/C=N/NC(=O)c2ccccn2)cc1 | 0.1 | -3.5 | nt | 1 | -2 | -5 | -18 | 0.7
COc1ccc(OCC(=O)NNC(=O)c2cccc(S(=O)(=O)N(C)C)c2)cc1 | -0.1 | nt | 7 | nt | nt | -8 | nt | -0.8
Cc1nn(CCCC(=O)Nc2nccs2)c(C)c1[N+](=O)[O-] | 0.0 | -0.7 | -7 | 7 | -1 | nt | -15 | 0.1
Cc1ccccc1CSCc1nc2ccccc2[nH]1 | 0.3 | nt | nt | 3 | 1 | -27 | -8 | -2.9
C[C@@H]1CN([C@H](C)CO)S(=O)(=O)c2ccc(C#CC(C)(C)O)cc2O[C@H]1CN(C)C | -0.2 | -1.3 | 9 | 19 | 1 | 0 | 14 | -0.1
CC(=O)N1[C@@H]2Cn3c(ccc(-c4cccc(F)c4)c3=O)[C@H]1[C@@H](C(=O)NCCCN(C)C)[C@@H]2CO | 0.4 | -1.2 | nt | 6 | 1 | -1 | -9 | -0.3
COc1ccc([N+](=O)[O-])cc1NC(=O)C(C)Sc1ccc(C)cc1 (stereo not drawn) | 0.0 | -1.0 | nt | 0 | -2 | -2 | -15 | -1.3
C[C@@H]1CN([C@H](C)CO)C(=O)c2cc(C#CC(C)(C)O)cnc2O[C@H]1CN(C)Cc1ccccn1 | -1.1 | -0.4 | -2 | 18 | 1 | 8 | -15 | 0.0
CCN1CCN(CCOc2ccccc2OCc2ccccc2)CC1 | 0.3 | 1.7 | nt | 0 | -3 | 15 | -7 | 4.8
O=C(Cc1ccc(S(=O)(=O)N2CCCC2)s1)N1CCN(c2ccccc2)CC1 | 0.0 | 0.0 | nt | nt | -5 | 2 | -10 | nt
O=C(OCc1ccc([N+](=O)[O-])cc1)c1ccccn1 | 0.0 | 1.2 | -2 | 1 | -4 | 0 | 3 | nt
Cc1c(OCc2ccc(C(=O)O)cc2)ccc2c(-c3ccccc3)cc(=O)oc12 | 0.8 | -0.7 | -3 | 0 | -1 | 20 | -7 | -0.4
COc1ccccc1CCN1CCCC(CN(C)Cc2ccc(OCCO)cc2)C1 (stereo not drawn) | 0.1 | -0.3 | -12 | 4 | -16 | -1 | -17 | 0.0
CC(=NOC(=O)C1CCCCC1)c1nccs1 | 0.1 | 3.3 | -4 | ? | -5 | 18 | -6 | nt
C[C@H](CO)N1C[C@H](C)[C@@H](CN(C)C(=O)c2cccc(F)c2)Oc2ncc(-c3cccc(F)c3)cc2C1=O | -0.5 | 0.4 | 2 | nt | 0 | -2 | 9 | -0.1
CCCNC(=O)C[C@H]1CC[C@H]2[C@@H](COc3ccc(NC(=O)Nc4ccc(C#N)cc4)cc3C(=O)N2C)O1 | 0.6 | -1.6 | -1 | 14 | -1 | 3 | 10 | 0.3
O=C(Nc1ccccc1F)N1CCCCN2[C@@H](CO)[C@@H](c3ccc(C4=CCCC4)cc3)[C@@H]2C1 | 0.2 | -1.4 | 10 | nt | nt | -25 | nt | -0.3
CC(=O)N1CCOc2ccc(S(=O)(=O)NCC3CCC(C(=O)NCCC(C)C)CC3)cc21 (stereo not drawn) | 0.1 | -3.2 | -9 | -5 | nt | -4 | -8 | nt
COc1ccc(NC(=O)CN(C)CC(=O)Nc2cccc(F)c2)cc1S(=O)(=O)N1CCCCC1 | -0.1 | -1.6 | -5 | -3 | 2 | nt | -13 | 0.8
Fc1ccccc1CSc1ccc(-c2ccco2)nn1 | 0.2 | -2.9 | nt | -7 | 8 | -14 | -10 | 3.8
